# High-throughput results: PubChem, National Center for Advancing Translational Sciences (NCATS)
# FLuc inh – blocks purified firefly luciferase enzyme activity; actives 2.5% (n = 76,000); Potency, µM (titrated, usually from 115 µM), inactives show top-dose activity change, negative = inhibition, hits mostly inhibitors; AID 1347043; purified P. pyralis luciferase, luminescence, biochemical; P08659; further: potency means the concentration at half of the fitted maximal effect; nearly all actives have a fitted effect of over 65% in size
# Target sequence (P08659 whole entry, looked up): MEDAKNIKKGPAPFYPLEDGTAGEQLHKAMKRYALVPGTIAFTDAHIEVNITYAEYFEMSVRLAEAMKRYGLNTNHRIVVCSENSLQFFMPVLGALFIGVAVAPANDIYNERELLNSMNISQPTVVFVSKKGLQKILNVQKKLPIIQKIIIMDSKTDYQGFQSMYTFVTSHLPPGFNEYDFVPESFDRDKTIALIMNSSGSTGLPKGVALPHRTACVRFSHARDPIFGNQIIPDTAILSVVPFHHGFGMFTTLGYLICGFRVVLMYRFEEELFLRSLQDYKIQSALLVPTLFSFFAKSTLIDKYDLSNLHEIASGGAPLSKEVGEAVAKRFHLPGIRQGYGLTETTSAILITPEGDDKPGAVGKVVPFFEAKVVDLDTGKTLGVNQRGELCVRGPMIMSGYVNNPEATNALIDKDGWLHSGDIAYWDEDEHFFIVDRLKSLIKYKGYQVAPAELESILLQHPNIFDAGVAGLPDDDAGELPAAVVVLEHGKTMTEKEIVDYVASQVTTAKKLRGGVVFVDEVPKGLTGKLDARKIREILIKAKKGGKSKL
#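 Purified P. pyralis luciferase (10nM final) in 50mM Tris acetate pH 7.5, 10mM Mg acetate, 0.01% Tween-20, 0.05% BSA with 10uM D-luciferin and 10uM ATP. Compounds titrated qHTS. Luminescence imaged on CCD.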
# HEK293 tox – kills HEK 293 cells | HEK 293 viability, ATP luminescence (CellTiter-Glo), 48-72 h | Potency, µM (top dose mostly 115 µM), inactives show at the highest dose activity change, negative = cytotoxicity, actives largely listed as inhibitors | actives 6.6% (n = 94,000) | AID 1345083; further: potency means the concentration at half of the fitted maximal effect; nearly all actives have a fitted effect of over 60% in size
#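 Read-out: CellTiter-Glo ATP luminescence. Cells: HEK 293, 250 cells/well. Exposure: 48 or 72 hr, 37 degree Celsius.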
# SNCA expr inhib – inhibitors of alpha-synuclein (SNCA) gene expression. actives 0.17% (n = 140,000). HEK-293 SNCA-luciferase knock-in, luminescence, 24 h. Potency, µM (top dose mostly 57.2 µM), without a hit: at the highest dose activity change, negative = inhibition, usual class: inhibitors;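 further: potency means the concentration at half of the fitted maximal effect; plate controls were DMSO cells for no effect and cell-free wells for full effect; nearly all actives have a fitted effect of over 45% in size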
# IP6K1 inhibitor – blocks human inositol hexakisphosphate kinase 1; activity change, % (series mostly up to about 58 µM); Q92551; actives 0.81% (n = 140,000); IP6K1 kinase, ADP-Glo luminescence, 2 h; hits give low values; in the data active means activity change below about -25%
#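 ADP-Glo luminescence measures ADP made by human IP6K1 during a 2 h RT reaction with ATP/IP6 (mix at 1.3 mM/130 uM); top library doses 57.5 and 19.1 uM final.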
# SNCA viab count – cell viability loss counter-screen. actives 0.12% (n = 150,000). HEK-293-SNCA-luc viability, GF-AFC fluorescence, 24 h. Potency, µM (titrated, usually from 57.1 µM), without a hit: at the highest dose activity change, negative = cytotoxicity, usual class: cytotoxic;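 further: potency means the concentration at half of the fitted maximal effect; 0% = DMSO-treated cells and -100% = medium-only wells without cells; nearly all actives have a fitted effect of over 30% in size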
#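 HEK-293-SNCA-luc cells (1500/well) plated 24 h, then exposed 24 h to a dilution series; GF-AFC added 30 min at 37C, fluorescence 405/540 nm; normalised to medium-only and DMSO wells, Hill fit.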
# GPT2 inhibitor – blocks human glutamate pyruvate transaminase 2. Recombinant GPT2, coupled pyruvate oxidase/HRP Amplex Red fluorescence. actives 0.25% (n = 100,000). Potency, µM (top dose mostly 57.7 µM), for inactives: at the highest dose activity change, negative = inhibition, actives largely listed as inhibitors; further: potency means the concentration at half of the fitted maximal effect; nearly all actives have a fitted effect of over 60% in size; many of its hits are not listed in these tables
# Target sequence (Q8TD30 whole entry, looked up): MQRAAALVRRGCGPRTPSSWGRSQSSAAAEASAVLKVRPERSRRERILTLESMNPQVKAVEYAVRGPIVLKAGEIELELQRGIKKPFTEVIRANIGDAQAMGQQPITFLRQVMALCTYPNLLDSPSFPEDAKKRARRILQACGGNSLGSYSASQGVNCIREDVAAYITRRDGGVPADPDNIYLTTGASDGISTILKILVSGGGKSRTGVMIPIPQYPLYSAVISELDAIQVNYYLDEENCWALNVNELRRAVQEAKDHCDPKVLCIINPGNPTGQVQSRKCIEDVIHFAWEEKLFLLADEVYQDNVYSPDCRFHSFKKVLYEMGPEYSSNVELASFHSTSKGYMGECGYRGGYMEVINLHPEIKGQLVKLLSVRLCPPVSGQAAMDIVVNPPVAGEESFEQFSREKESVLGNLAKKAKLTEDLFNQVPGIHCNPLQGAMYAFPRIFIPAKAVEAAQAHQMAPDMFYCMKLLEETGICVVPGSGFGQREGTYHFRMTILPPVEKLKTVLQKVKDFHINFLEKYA
#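 Fluorescence of coupled pyruvate oxidase/HRP/Amplex Red system (50uM Amplex, 30 min, dark) reports pyruvate formed by GPT2. Enzyme reaction: 10ng/uL GPT2, 2mM L-alanine, 250uM a-KG, 30 min room temperature, pH 7.5; 50uM AOA control.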
# NIH3T3 tox – NIH 3T3 cell cytotoxicity; NIH 3T3 viability, CellTiter-Glo ATP luminescence, 48-72 h; Potency, µM (series often up to 96.7 µM), inactives show top-dose activity change, negative = cytotoxicity, actives largely listed as inhibitors; actives 4.3% (n = 94,000); further: potency means the concentration at half of the fitted maximal effect; nearly all actives have a fitted effect of over 55% in size
#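 Cytotoxicity is measured as loss of cellular ATP: NIH 3T3 cells (400/well) are exposed to compound for 48 or 72 hr at 37 °C, then CellTiter-Glo luminescence is imaged after 10 min at room temperature.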
# Active calls of the source: *; i = inactive; ? = inconclusive; / = no result given; & = joins results of further samples; [ ] = dose if it differs, or a comment. Unless noted, the call rests on the fitted dose curve; in most records, active means well fitted curve in the direction sought with a large enough effect; inconclusive means small, poorly fitted or top-dose-only effect, or another doubt; inactive means no such curve, though single readings can be large; an effect the other way counts as inactive or inconclusive. Unless noted, on the % scale 0 is the no-effect control and ±100 the full control effect. Random draw from the library; overall some 7.8% were active at least once.
SMILES,FLuc inh,HEK293 tox,SNCA expr inhib,IP6K1 inhibitor,SNCA viab count,GPT2 inhibitor,NIH3T3 tox
c1cnc2nc(C3CCN(CC4CCCCC4)C3)[nH]c2c1 (configuration not stated),20µM*,?,103%[activator][87.6 µM],2,-6%[87.6 µM],i,-22%[138 µM]
CN(Cc1ccccc1)C(=O)C1(C)CCCc2cnc(N(C)C)nc21 (configuration not stated),12%[172 µM],?,-9%[87.6 µM],-3,-4%[87.6 µM],i,-11%[138 µM]
COc1ccc(CC(=O)N2CCN(C(=O)c3nc4cccnc4n(C4CC4)c3=O)CC2)cc1,/,4%,-10%,9,-20%,2%,-13%
CCOC(=O)CSc1nc2ccc(NC(=O)COc3ccccc3)cc2s1,/,/,-12%,-7,5%,/,/
NC(=O)[C@@H](Cc1ccccc1)NC(=O)[C@@]1(O)C[C@@H](O)[C@H](O)[C@@H](NC(=O)Cc2cccs2)C1,5%,-3%,1%,2,6%,-6%,-12%
Cc1cccc(OCC(=O)N2CCC3(CC2)CN(c2ccncn2)CC3CO)c1 (configuration not stated),-10%,?,-19%,7,5%[12.5 µM],-14%,-18%
COc1cccc(CNC(=O)[C@@H]2C[C@@H](O)CN2C2CCN(C(=O)c3cccc(F)c3)CC2)c1,0%,-14%,-7%,0,0%,-1%,-10%
Cc1cc(C)cc(OCC(=O)Nc2c(C(=O)c3ccccc3)oc3ccccc23)c1,/,/,46%[activator],-3,-3%,/,/
CC1CCCCN1CCCNC(=O)c1cc2c(s1)CN(C1CCCC1)C2 (configuration not stated),?,79µM*,48%[activator],19,1%,i,?
O=C(NC1CC1)C1CCCN(Cc2cccc(-c3ccc(F)cc3F)c2)C1 (configuration not stated),/,40µM*,-1%,7,-1%,-13%,?
Cn1c(CNC(=O)CN2CC3CC(C2)[C@H]2CCCC(=O)N2C3)nc2ccccc21 (some centres not stated),-8%,0%,-20%,1,11%,-48%,?
CNC(=O)N1CCC(C2CCN(S(=O)(=O)c3cnc[nH]3)C2)CC1 (configuration not stated),-15%,1%,1%,-6,0%[12.5 µM],4%,-12%
Cc1cc(C)c(NC(=O)c2sc3nc(C)cc(C)c3c2NC(=O)c2ccccc2)c(C)c1,/,/,-1%,3,-7%,/,/
O=C(NC1CCCCC1)c1ccc(CSc2nc3ccncc3n2Cc2cccc(F)c2)cc1,/,/,-18%,0,-2%,/,/
COc1cccc(N2CC(C(=O)N3CCC(C(=O)NCCc4ccc(F)cc4)C3)NC2=O)c1 (configuration not stated),-5%,0%,24%,1,2%,-11%,-12%
CCOC(=O)N1CCc2c(sc(NCc3ccc(OC)c(OC)c3OC)c2C(=O)Nc2ccc(OC)cc2OC)C1,/,/,?,6,-5%,/,/
COc1cccc(CCC(=O)NCc2nnc3ccc(-c4ccccc4)nn23)c1,-3%,i,-20%,6,-3%,5%,-1%
O=C(Cc1ccc(Cl)cc1)N1CCCN(c2cc(-c3ccccc3)[nH]n2)CC1,-5%,?,-26%,14,-10%,?,?
CC(O)C(O)[C@H]1CNc2nc(N)[nH]c(=O)c2N1 (some centres not stated),/,/,5%,/,11%,-14%,/
CCC(CC)n1nc(C)cc1NC(=O)CCCn1cnc2ccccc2c1=O,1%,-3%,4%,19,5%,-10%,-4%
CCS(=O)(=O)N1CCC2(CC1)NCCc1c2[nH]c2ccccc12,-5%,?,-11%,8,2%[12.5 µM],2%,-15%
COc1cccc(-c2cc(C(=O)Nc3ccccc3F)c3cnn(C)c3n2)c1,/,?,/,-3,/,/,?
CCOc1ccc(-n2c(SCC(=O)Nc3cc(C)on3)nc3c([nH]c4ccccc43)c2=O)cc1,/,/,0%,-9,-3%,/,/
Cc1ccc(CNC(=O)c2ccc(CSc3nc4ccncc4n3Cc3ccc(C)cc3)cc2)cc1,/,/,?,-11,-7%,/,/
O=C(CC(NCc1cccnc1)C(=O)O)Nc1ccc(O)cc1 (configuration not stated),/,/,17%,-9,-11%,/,/
COc1ccc(N2CCN(CCCNC(=O)Cn3c(-c4cccs4)cc4ccccc43)CC2)cc1,/,/,?,4,-17%,/,/
Cc1cccc2sc(N(Cc3cccnc3)C(=O)CCc3ccccc3)nc12,/,/,-7%,-14,8%,/,/
COc1ccc(-c2nc(CNS(=O)(=O)c3ccc(C)cc3)cs2)cc1,/,/,-2%,2,12%,/,/
O=C(Nc1sc2c(c1C(=O)NCc1cccnc1)CCCC2)c1cc(=O)c2ccccc2o1,/,/,10%,-1,5%,/,/
Cc1ccc(S(=O)(=O)Nc2ccc(C)n(CC(=O)N3CCOCC3)c2=O)cc1,-1%,6%,8%,2,6%,-14%,i
CC1(C)CCC(NC(=O)[C@@H](N)CCC(=O)O)CC1,/,/,39%[activator],/,7%,?,/
O=C(CC1CCCN(c2cnn(CC3CC3)c(=O)c2)C1)Nc1ccccc1F (configuration not stated),-5%,-27%,-9%,6,2%,-1%,?
CCCNC(=O)CN1CCN(c2ccc(NC(=O)c3ccc(OC)cc3)cc2C(=O)O)CC1,/,/,?,0,16%,/,/
COc1ccc(OC(C)C(=O)NCc2nc(-c3ccc(Cl)cc3)no2)cc1 (configuration not stated),/,/,-7%,-18,14%,/,/
Cn1ccc2c(C(=O)NCc3cnccn3)nc(-c3cccc(N4CCOCC4)c3)cc21,6%[172 µM],-21%[172 µM],6%[87.6 µM],-3,-13%[87.6 µM],2%[88.5 µM],?
Cc1cc(C[C@@H]2COC[C@@H]2NC(=O)c2cccc(Cn3nc(C)cc3C)c2)on1,4%,-1%,8%,-6,1%,-13%,1%
COc1ccc(C(=O)NC2CCCN(c3cc(-c4ccc(Cl)cc4)[nH]n3)C2)c(C)c1 (configuration not stated),-8%,-29%,-6%,0,0%,i,-28%
CS(=O)(=O)N1CCC(c2nnc3n2C(C(=O)O)CC3)CC1 (configuration not stated),/,0%,20%,-2,4%,?,-13%
NCCn1cc(C(=O)NCCc2noc(-c3ccccc3)n2)nn1,8%,-24%,7%,17,4%,1%,-13%
CCn1ccc(C(=O)N2C[C@@H](Oc3ccccc3)C[C@@H]2C(=O)NCCOC)n1,7%,-1%,-14%,6,2%,-8%,i
O=C([C@H]1C[C@H](Oc2cccnc2)CN1C(=O)CCCc1ccccc1)N1CCOCC1,5%,1%,-12%,34,-1%,2%,-9%
CCOC(=O)c1cc(-c2ccccc2)n(-c2cccc(C(=O)Nc3cccc(F)c3)c2)c1C,/,/,?,29,-8%,/,/
CCOc1ccc(CCNC(=O)CSc2nc3ccccc3nc2Cc2ccc(C)cc2)cc1OCC,/,/,20%,-9,14%,/,/
CC1(c2ccccc2)N(Cc2ccccc2C#N)C(=O)OC12CCN(c1ccncc1)CC2 (configuration not stated),-3%[172 µM],?,-3%[87.6 µM],-13,?,4%[88.5 µM],?
CC(=O)N1CCN(C(=O)CCc2ccnc(N3CCOCC3)c2)CC1,5%,0%,7%,-8,-6%,-2%,-7%
COc1ccccc1NC(=O)c1oc2ccccc2c1NC(=O)C1CCCCC1,/,/,-11%,20,-1%,/,/
COc1ccc(NC(=O)c2ccco2)cc1NC(=O)COc1cc(C)ccc1C(C)C,/,/,-4%,-5,-7%,/,/
CCC(C)NC(=O)c1sc2nc3n(c(=O)c2c1C)CCC3 (configuration not stated),/,/,9%,-11,3%,/,/
O=C(CSc1ccccn1)N[C@H]1CCOC[C@H]1C1CCOCC1,11%,-7%,5%,5,5%,i,0%
Cc1n[nH]c(C)c1CCC(=O)NC1CCCc2c1[nH]c1ccc(F)cc21 (configuration not stated),1%,?,-6%,4,14%,1%,?
CC(C)=CCC/C(C)=C/CC/C(C)=C/CC[C@]1(C)CCc2cc(O)cc(C)c2O1,/,/,/,41,-11%[23.9 µM],?,/
Cc1ccc(CN2CCOC[C@H]2c2ncc(C(C)(C)C)[nH]2)cc1,-2%[172 µM],112µM*,1%[87.6 µM],11,-11%[87.6 µM],-7%[88.5 µM],100µM*
O=C(NC1CCCC1)[C@H]1C[C@@H](O)[C@H](O)[C@@H]2N=C(Nc3ccc4c(c3)OCO4)S[C@@H]21,0%[172 µM],-12%[172 µM],-16%[87.6 µM],1,1%[87.6 µM],2%[88.5 µM],-5%[174 µM]
COC(=O)c1cnc(N2CCN(c3ccc(F)cc3)CC2)c2ccccc12,/,/,7%,-3,-1%,/,/
CC(=O)/C=C/[C@H]1[C@](C)(O)[C@@H](O)[C@H](O)C2C(C)(C)CCC[C@@]21C (some centres not stated),/,/,/,-5,-39%,i,/
CCc1noc(CC2CCOC3(CCN(S(=O)(=O)c4c(C)cc(C)cc4C)CC3)C2)n1 (configuration not stated),3%,?,-27%,-6,-9%,-16%,?
CC(C)(C)c1onc(OCP(=O)(O)O)c1CC(N)C(=O)O (configuration not stated),/,/,12%&-15%,/,-9%&-4%,i,/
Cc1ccc(S(=O)(=O)c2nnn3c2nc(NCc2ccc(F)cc2)c2sccc23)cc1C,/,/,?,2,4%,/,/
NC(=O)c1nc(Nc2ccccc2)sc1NC(=O)C1CCCCC1,/,/,/,-7,-36%,i,/
CC(C)(C)c1cc(C(=O)N2CCN(c3ncccn3)CC2)nn2cccc12,/,?,-28%,9,0%,?,?

# Carrying on.
SMILES,FLuc inh,HEK293 tox,SNCA expr inhib,IP6K1 inhibitor,SNCA viab count,GPT2 inhibitor,NIH3T3 tox
COCc1nc(NCCCc2c(C)noc2C)cc(C2CC(N)C2)n1 (configuration not stated),-3%,-3%,-17%,-1,-3%,-11%,4%
CN(C)C(=O)CCc1ccc(CC2CCN(C(=O)CCC3CCCC3)CC2)cc1,/,25µM*,-17%,12,-27%,-4%,?
Cc1nc(-c2ccccc2)sc1CCNC(=O)C(=O)Nc1ccc2c(c1)OCCO2,/,/,-1%,13,-9%,/,/
Cn1cc(CN2CCCCCCNC(=O)[C@@H]3CCC[C@@H]32)c2ccccc21,-8%,?,7%,9,-4%,-23%,?
O=C(c1ccccc1Br)N(Cc1ccco1)Cc1ccco1,/,/,?,-3,9%,/,/
O=C([C@@H]1C[C@H](F)CN1C(=O)Nc1cccc(C(F)(F)F)c1)N1CCc2ccccc2C1,6%,32µM*,?,-5,-26%,i,22µM*

# Of the compounds above, 4 contain a furan ring, fused or not.
SMILES,FLuc inh,HEK293 tox,SNCA expr inhib,IP6K1 inhibitor,SNCA viab count,GPT2 inhibitor,NIH3T3 tox
Cc1cc(C)cc(OCC(=O)Nc2c(C(=O)c3ccccc3)oc3ccccc23)c1,/,/,46%[activator],-3,-3%,/,/
COc1ccccc1NC(=O)c1oc2ccccc2c1NC(=O)C1CCCCC1,/,/,-11%,20,-1%,/,/
COc1ccc(NC(=O)c2ccco2)cc1NC(=O)COc1cc(C)ccc1C(C)C,/,/,-4%,-5,-7%,/,/
O=C(c1ccccc1Br)N(Cc1ccco1)Cc1ccco1,/,/,?,-3,9%,/,/
